High-throughput results as filed in PubChem BioAssay.
CHRM4 agonist: agonists of human muscarinic M4 receptor (CHRM4); CHO-K1 hM4/Gqi5, Fluo-8 calcium fluorescence; vehicle 0%, full acetylcholine response 100%; activation, % at 3 µM; 360,000 compounds, 0.14% hits; P08173; AID 624127;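 active = activation above the run mean over all test wells plus 3 SD, cut at about 32% in these data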;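 note: peak over basal fluorescence ratio per well then scaled between controls; 0% = DMSO wells and 100% = acetylcholine at EC100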
Target sequence (P08173 whole entry, looked up): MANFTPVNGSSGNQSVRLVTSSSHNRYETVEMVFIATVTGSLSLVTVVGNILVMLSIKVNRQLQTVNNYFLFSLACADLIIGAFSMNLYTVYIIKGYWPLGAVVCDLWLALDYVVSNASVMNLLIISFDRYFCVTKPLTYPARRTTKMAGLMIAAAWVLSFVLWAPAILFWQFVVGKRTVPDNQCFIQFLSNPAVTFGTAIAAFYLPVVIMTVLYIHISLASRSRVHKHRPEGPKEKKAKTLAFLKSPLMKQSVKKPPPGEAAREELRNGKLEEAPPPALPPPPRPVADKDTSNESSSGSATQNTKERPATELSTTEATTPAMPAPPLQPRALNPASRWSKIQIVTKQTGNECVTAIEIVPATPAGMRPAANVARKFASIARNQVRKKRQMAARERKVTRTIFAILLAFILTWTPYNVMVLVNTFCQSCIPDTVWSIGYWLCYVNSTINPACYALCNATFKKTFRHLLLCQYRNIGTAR
CHRM4 antagonist: antagonists of human muscarinic M4 receptor (CHRM4); 360,000 compounds, 0.73% hits; P08173; CHO-hM4 cells, ACh EC80, Fluo-8 calcium fluorescence; AID 624125; inhibition, % at 3 µM;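 active = inhibition above its plate's cutoff, the mean inhibition of sample wells plus 3 SD, cut at about 27% in these data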;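 note: 0% = acetylcholine EC80 with DMSO and 100% = DMSO without agonist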
M1 ag: agonists of human M1 muscarinic receptor; P11229; CHO-K1 hM1, Fluo-8 calcium fluorescence, agonist mode; 0% DMSO, 100% acetylcholine EC100; activation, % at 3 µM; 360,000 compounds, 0.33% hits;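 active = activation above the run's mean compound activation plus 3 SD, cut at about 16% in these data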;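 note: peak over basal fluorescence ratio within a 140 s kinetic read after compound addition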
Target sequence (P11229 whole entry, looked up): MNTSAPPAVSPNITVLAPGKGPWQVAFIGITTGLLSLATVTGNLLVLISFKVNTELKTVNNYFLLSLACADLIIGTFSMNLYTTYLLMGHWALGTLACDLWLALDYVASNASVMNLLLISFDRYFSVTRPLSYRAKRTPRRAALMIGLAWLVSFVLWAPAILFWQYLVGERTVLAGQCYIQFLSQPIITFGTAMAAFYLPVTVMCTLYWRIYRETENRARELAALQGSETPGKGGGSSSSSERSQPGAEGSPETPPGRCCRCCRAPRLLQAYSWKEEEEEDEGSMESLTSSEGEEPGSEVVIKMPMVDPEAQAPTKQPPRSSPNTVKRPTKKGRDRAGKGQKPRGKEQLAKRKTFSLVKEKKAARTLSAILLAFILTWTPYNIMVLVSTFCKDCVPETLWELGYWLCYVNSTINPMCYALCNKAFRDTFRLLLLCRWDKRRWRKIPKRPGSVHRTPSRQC
CHO-K1 Ca ag: counter-screen for M1 agonists: effect in parental CHO-K1 cells; Fluo-8 calcium fluorescence; scaled to maximal ATP response, vehicle zero; activation, % at 3 µM; 360,000 compounds, 0.48% hits; AID 602248; in the data active = activation above about 15%;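 note: untransfected CHO-K1 host cells lacking M1 receptor as counterscreen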
CHRM1 PAM: positive allosteric modulators of human M1 muscarinic receptor; CHO-K1 hM1, Fluo-8 calcium fluorescence, ACh EC20; 0% = ACh EC20, 100% = maximal ACh; activation, % at 3 µM; 360,000 compounds, 0.088% hits; in the data active = activation above about 19%, passing the limit was not always enough
CHO-K1 Ca antag: counter-screen for M1 antagonists: effect in parental CHO-K1 cells | ATP-induced calcium, Fluo-8 fluorescence | inhibition, % at 3 µM | 360,000 compounds, 0.6% hits;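 active = inhibition above a per-plate cutoff, the plate's mean sample inhibition plus 3 SD, cut at about 24% in these data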;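 note: 0% = DMSO plus EC80 ATP and 100% = DMSO alone without ATP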
OXTR potentiator: potentiates the human oxytocin receptor response; 320,000 compounds, 0.061% hits; AID 2445; activation, % at 3 µM; CHO-OTR cells, Fluo-8 calcium fluorescence, potentiator mode; 0% = oxytocin EC15, 100% = EC100;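 active = activation above that plate's cutoff, the mean activation of tested compounds plus 3 SD, cut at about 6.6% in these data, passing the limit was not always enough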;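 note: 100% uses oxytocin at 75 nM as the full agonist control; some results filed as inactive read as strong as hits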
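Assay system: CHO cell line stably expressing human OTR | Also added: Oxytocin at about EC15, sub-maximal agonist stimulus | Times: Compound 6 min at room temperature before oxytocin, 100 s read | Measured by: Fluo-8 intracellular calcium fluorescence, ex 470-495, em 515-575 nm | Controls: EC15 oxytocin alone as 0%, 75 nM oxytocin as 100%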
CHO parental Ca: signal in parental CHO cells, OX1R antagonist counter-screen; inhibition, % at 5.6 µM; 330,000 compounds, 0.63% hits; parental CHO-K1, ATP-induced calcium, Fluo-8 fluorescence;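 active = inhibition above that plate's mean sample inhibition plus 3 SD, cut at about 26% in these data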;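 note: 0% = ATP-challenged DMSO wells and 100% = DMSO wells without ATP; some compounds past the cut are filed as inactive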
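Assay system – parental CHO cells · Reagent – ATP stimulus · Detection – intracellular calcium via Fluo-8 no-wash fluorescent dye · Evaluation – percent inhibition of ATP-evoked calcium rise, normalized to controls · Controls – ATP wells versus no-ATP DMSO wells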
CHRM1 antagonist: human CHRM1 antagonism. CHO-K1 hM1, Fluo-8 calcium fluorescence, ACh EC80 antagonist. AID 588852. inhibition, % at 3 µM. 360,000 compounds, 1.3% hits;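 active = percent inhibition above its own plate's cutoff, namely the mean of that plate's compound wells plus 3 SD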;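 note: peak over basal fluorescence ratio during 140 s after agonist addition; 0% = ACh EC80 plus DMSO and 100% = DMSO alone without agonist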
The depositor's hits bear a star; nt = no result given.

SMILES	CHRM4 agonist	CHO-K1 Ca ag	CHO parental Ca	CHRM1 antagonist	CHRM4 antagonist	CHO-K1 Ca antag	OXTR potentiator	CHRM1 PAM	M1 ag
Cc1cc(C)nc(Sc2ccc([N+](=O)[O-])cc2[N+](=O)[O-])n1	0	0.0	-20	-7	-4	-4	-8	4	-6
COc1ccc(/C(C)=N/N=C2/NC(=O)CC(C(=O)O)S2)cc1F (stereo unspecified)	0	0.0	1	-22	-5	-8	-2	12	0
COc1ccc(/C(O)=C2\C(=O)C(=O)N(CCN3CCOCC3)C2c2ccccc2OC)cc1 (stereo unspecified)	0	0.2	nt	-11	2	0	nt	6	-7
Cc1ccc(-c2cc(Cc3ccccc3)c(=O)[nH]n2)cc1	-2	1.5	-14	3	-5	3	-3	-1	1
CCC(CO)NCc1ccc(-c2ccccc2)cc1 (stereo unspecified)	5	4.6	-5	-7	10	-6	0	4	-11
CCOc1cccc(-c2nnc3sc(COc4ccccc4)nn23)c1	0	-0.1	-8	-6	5	-8	1	9	-2
CCOC(=O)NC(c1ccc(C(C)C)cc1)C(Cl)(Cl)Cl (stereo unspecified)	-1	-0.1	-4	-10	-12	-9	-11	6	-1
CC(C#N)(NC(=O)COC(=O)c1ccccc1NCCO)C1CC1 (stereo unspecified)	1	-0.1	-15	-9	-12	4	-4	18	3
O=C(CN1CCc2ccccc2C1)Nc1ccc(F)cc1F	0	0.8	-15	-10	2	-3	-2	7	-4
O=C(NNC(=O)C1CC1)c1ccccc1[N+](=O)[O-]	0	5.0	nt	-4	-1	-1	nt	3	4
Cc1c(C(=O)NCc2ccc(C(C)C)cc2)sc(=O)n1Cc1cccc(F)c1	3	0.8	nt	1	0	5	nt	7	12
CN(C(=O)CSc1ncnc2ccccc12)C1CCCCC1	2	0.2	nt	7	8	17	nt	0	-3
COCCNc1nc(-c2ccccc2)nc2ccccc12	2	1.3	-28	-7	-6	-6	-15	5	-11
COc1ccc(CNC(=O)c2cccs2)cc1	0	5.2	5	2	2	1	-4	1	-4
Cc1ccc(-c2nc3ccsc3c(=O)[nH]2)cc1	0	0.3	-13	1	2	23	-4	8	0
COC(=O)c1c(NC(=O)c2ccco2)sc(C(=O)N(C)C)c1C	2	0.9	-16	-13	0	-16	-5	9	-3
O=C(CCl)NC1CCCc2ccccc21 (stereo unspecified)	0	0.1	-3	3	0	-9	-1	1	-1
CC1=NN(c2ccccc2)C(=O)/C1=C/N(C)C	0	0.7	3	-13	5	-3	-2	7	-1
O=C(O)c1cccc(-c2ccc(/C=N/NC(=O)C3COc4ccccc4O3)o2)c1 (stereo unspecified)	0	-0.3	-12	-2	-4	-5	3	0	-4
O=C(Oc1coc(CSc2ncccn2)cc1=O)c1cccc([N+](=O)[O-])c1	0	0.6	-7	-3	0	-9	-1	2	-3

The list goes on, overlapping the part above by 2 compounds.
SMILES	CHRM4 agonist	CHO-K1 Ca ag	CHO parental Ca	CHRM1 antagonist	CHRM4 antagonist	CHO-K1 Ca antag	OXTR potentiator	CHRM1 PAM	M1 ag
O=C(O)c1cccc(-c2ccc(/C=N/NC(=O)C3COc4ccccc4O3)o2)c1 (stereo unspecified)	0	-0.3	-12	-2	-4	-5	3	0	-4
O=C(Oc1coc(CSc2ncccn2)cc1=O)c1cccc([N+](=O)[O-])c1	0	0.6	-7	-3	0	-9	-1	2	-3
COCCn1c(SCc2cccnc2)nnc1-c1ccco1	1	0.6	-6	-15	-3	-4	-8	1	-1
O=S(=O)(c1cccs1)N1CCCc2cccc(O)c21	-2	-0.2	-10	-1	17	-6	-5	3	-5
Cc1nnc(SCc2ccccc2)[nH]c1=O	1	-0.5	-18	-4	-10	12	-1	9	-1
O=C(Nc1cccc(-c2csc(Nc3ccc(Cl)cc3)n2)c1)c1ccccc1	4	0.7	-2	1	-4	-20	-20	4	-7
CCOC(=O)C1CCN(C2CC(=O)N(c3cccc(Cl)c3)C2=O)CC1 (stereo unspecified)	0	0.4	-13	-6	4	-5	-2	12	-2
O=C(Cn1cc(C(=O)c2cccs2)c2ccccc21)NCC1CCCO1 (stereo unspecified)	2	0.6	-1	-6	1	-14	-10	6	-2
CC(C)c1ccc(NC(=O)C2CC(=O)N(C3CCCC3)C2)cc1 (stereo unspecified)	4	2.1	-1	-5	-19	-15	2	6	-3
CCOC(=O)C(Cc1ccc(OC)c([N+](=O)[O-])c1)NC(=O)CCC(=O)Nc1ccc(OC)cc1 (stereo unspecified)	4	-0.2	-1	2	-2	5	3	10	-2
CCOc1ccc(C(=O)NCCc2cnc[nH]2)cc1	1	0.0	-6	4	-1	6	-5	-8	-1
Cn1nc(CC(=O)NCc2cccc3ccccc23)c2ccccc2c1=O	5	5.2	-7	-6	-8	-4	-16	2	2
C1CCc2nnc(-c3nnc4n3CCCCC4)n2CC1	1	0.1	-8	-3	2	9	0	6	-5
COc1ccc(CNC(=O)C(=O)NC2CCC(C)CC2)cc1 (stereo unspecified)	0	0.9	11	0	2	-9	-9	2	-2
c1ccc(CN2CCN(c3nc(-c4ccccc4)nc(-n4ccnc4)n3)CC2)cc1	-2	0.4	-33	5	17	1	-6	-4	-4
COC12CC(=O)C(C(C)=O)=C(O)C1(C)c1c(O)c(C)c(O)c(C(C)=O)c1O2 (stereo unspecified)	5	0.2	nt	4	-15	15	nt	15	10
CCOCCn1c(N2CCN(c3ccc(OC)cc3)CC2)nc2c1c(=O)[nH]c(=O)n2C	0	0.1	-9	3	10	2	-1	-2	-3
Fc1ccc(N2CCN(C(=S)NCc3ccco3)CC2)cc1	3	1.8	13	-4	-3	-6	0	-8	-8
CC(C)=C1CCC(C)CC1=NNC(N)=S (stereo unspecified)	0	-0.1	nt	-8	2	-8	nt	4	-6
O=C(CS(=O)CC(=O)Nc1cccc2c1CCCC2)Nc1ccc(F)cc1 (stereo unspecified)	2	2.3	-5	12	-2	-5	-5	-1	0
CS(=O)(=O)NNC(=O)Cn1nnc(-c2ccc(OCc3ccccc3Cl)cc2)n1	2	7.9	14	2	0	-6	-11	3	-1
O=C(OCc1nc2ccsc2c(=O)[nH]1)c1ccc(Cl)s1	2	0.7	-12	5	-2	-6	-1	-1	-2
O=C(CNCc1ccccc1Cl)Nc1ccccc1N1CCCCC1	-1	-0.5	-31	7	-1	1	-9	10	-1
CC1=CC(C)(C)N(S(=O)(=O)c2ccc(F)cc2)c2ccc(C)cc21	-2	0.9	-14	-13	2	-6	-5	-2	-9
Cn1c2ccccc2c(=O)c2c(=O)n(-c3ccccc3)c(C3CCCCC3)nc21	1	2.0	-26	-4	6	-14	-3	8	-9
CCCCCn1nnnc1-c1nc2cc(C)c(C)cc2[nH]c1=O	0	2.5	nt	nt	-10	-20	nt	nt	nt
O=[N+]([O-])c1ccc2c(OCc3nnc(-c4ccccc4Br)o3)ncnc2c1	4	6.2	-15	8	0	8	-9	1	0
C=CCOc1ccc(Oc2cc(C)nc(SC)n2)nn1	0	0.8	-14	-6	-3	-12	1	5	-3
N#Cc1c(Cl)nsc1NC(=O)c1ccccc1	11	14	7	10	5	21	-15	0	8
CCOC(=O)CN(C(=O)CSc1nnc(-c2ccc(OC)c(OC)c2)o1)c1ccc(F)cc1	0	0.1	-16	-3	7	5	3	9	-3
Cc1ccc(C(=O)OCC(=O)NCCC2=CCCCC2)s1	0	0.2	-16	0	1	-6	-15	1	-10
Cc1cccc(-c2noc(CCC(=O)NC3CCCCC3)n2)c1	4	6.5	-13	-1	4	1	-11	3	1
COc1ccc(CCNC(=O)C23CCC(C)(C(=O)C2Br)C3(C)C)cc1OC (stereo unspecified)	0	1.2	-11	-10	-3	-11	-4	6	-4
NC(=O)COc1ccc(/C=N/NS(=O)(=O)c2ccccc2)cc1	2	4.9	-12	-4	-6	10	-4	8	-6
CC(/C=N/NC(=O)Cn1nccc1C)=C\c1ccc(C(C)C)cc1	-1	2.5	-21	8	30*	-12	-4	-7	-8
Cc1cccc(NC(=O)CCS(=O)(=O)c2cccc3nsnc23)c1C	2	0.3	-24	-9	1	-10	-13	5	-5
CCN(CC)CCNC(=O)C1(O)c2cc(Br)ccc2NC(=O)N1c1ccc(Cl)cc1 (stereo unspecified)	10	4.7	3	12	9	-5	-2	-8	-3
O=C(CSc1ncccc1-c1nc2ccccc2[nH]1)NCc1ccco1	2	-0.1	-10	-11	9	-20	-7	3	-6
C=CCOc1cccc(C2C(C(=O)c3ccco3)=C(O)C(=O)N2CCN2CCOCC2)c1 (stereo unspecified)	0	3.5	-3	5	0	6	-2	3	-5
Cc1cccc(-c2nc3c(c(SCC(=O)N4CCCC4)n2)COC(C)(C)C3)c1	2	-0.1	-11	-4	-19	-4	-4	2	-3
COc1cc(NC(=O)c2cc(OC)c(OC)c(OC)c2)c2ncccc2c1	3	2.0	nt	3	-12	-3	nt	-1	-5
Cc1ccc(C(=O)Oc2csc(=S)n2C(=O)c2ccc(C)cc2)cc1	1	0.5	-11	-4	-4	-18	-9	4	0

With a hit mark in CHRM4 antagonist, among the entries above:
structure	CHRM4 agonist	CHRM1 antagonist	CHRM4 antagonist	OXTR potentiator	CHRM1 PAM	M1 ag
CC(/C=N/NC(=O)Cn1nccc1C)=C\c1ccc(C(C)C)cc1	-1	8	30*	-4	-7	-8
